TPT1 inh – Candida albicans TPT1 enzyme inhibitors, primary screen, biochemical, fluorescence polarization. tRNA 2'-phosphotransferase TPT1 (Candida albicans SC5314). recombinant caTPT1, FP RNA substrate dephosphorylation. inhibition, % at 5 µM. hit rate 0.81% among 300,000;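 active = inhibition above the mean of all tested compounds plus 3 SD, set per screening campaign, cut at about 24% in these data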;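 note: plate controls were DMSO alone for no effect and ferristatin control at 100 nM for full effect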
Fam108B inh – mouse Fam108B serine hydrolase inhibitors, primary screen, counter-screen for RBBP9 inhibitor project, biochemical, fluorescence polarization. inhibition, % at 9.51 µM. recombinant Fam108B, FP-Rh probe fluorescence polarization. hit rate 0.33% among 300,000;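 active = inhibition above the screen mean inhibition plus 3 SD, computed separately per campaign, cut at about 18% in these data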;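 note: inhibitors lower polarization as less probe binds the enzyme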
PME-1 primary – PME-1 inhibitors via competitive probe labeling, primary screen, biochemical, fluorescence polarization, FP-Rh probe, HTS | recombinant PME-1 | inhibition, % at 5.9 µM | hit rate 0.53% among 320,000 | AID 2130, 2009;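 active = inhibition above the campaign mean of all compounds plus 3 SD, cut at about 26% in these data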;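 note: competitive labeling of PME-1 active site by serine hydrolase directed probe; 0% = PME-1 with DMSO and 100% = wells lacking PME-1 enzyme; inhibitors block probe labeling so polarization falls and inhibition rises; many of its hits are not listed in these tables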
MEX-5 binding – MEX-5 zinc finger RNA-binding disruptors – biochemical, C. elegans, fluorescence polarization, MLPCN library, primary screen | MEX-5/FITC-TCR2 RNA binding; hits give low values | activity score (negative = inhibition of binding), % at 10 µM | hit rate 0.38% among 300,000;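 active = inhibition past about -25% in most replicates, and total fluorescence under double the plate's negative control median, limit read from the data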;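 note: 0% = DMSO and -100% = 5 µM competing unlabeled TCR2 RNA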
GSTO1 inh – inhibitors of recombinant GSTO1, primary screen, counter-screen for RBBP9 inhibitor project, biochemical, fluorescence polarization; Glutathione S-transferase omega-1 (Homo sapiens), P78417; activity-based probe fluorescence polarization; inhibition, % at 5.96 µM; hit rate 1.1% among 300,000; AID 1974, 2009;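 active = inhibition above the campaign mean inhibition plus 3 SD, cut at about 35% in these data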;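 note: 0% = GSTO1-1 with DMSO and 100% = wells lacking GSTO1-1 enzyme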
Target sequence (P78417 whole entry, looked up): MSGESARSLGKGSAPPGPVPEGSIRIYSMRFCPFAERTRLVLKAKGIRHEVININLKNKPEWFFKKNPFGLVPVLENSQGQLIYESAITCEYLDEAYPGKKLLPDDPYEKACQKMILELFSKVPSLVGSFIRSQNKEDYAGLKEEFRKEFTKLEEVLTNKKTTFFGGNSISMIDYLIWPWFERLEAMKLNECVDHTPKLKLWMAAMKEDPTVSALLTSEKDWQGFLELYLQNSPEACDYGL
Bcl-xL primary – inhibitors of human Bcl-xL, primary screen, biochemical, fluorescence polarization, HTS. hit rate 0.7% among 320,000. inhibition, % at 10.9 µM. Bcl-2-like protein 1 (Homo sapiens), Q07817. GST-Bcl-xL / FITC-Bim BH3 peptide fluorescence polarization. AID 2129, 2009;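 active = inhibition above the mean of all tested compounds plus 3 SD, cutoff set per campaign, cut at about 30% in these data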;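 note: 0% = DMSO wells and 100% = unlabeled Bim-BH3 peptide competitor; inhibitors lower millipolarization by displacing the labeled peptide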
GLD-1 RNA inh – GLD-1/TGE RNA complex disruptors, primary screen, biochemical, fluorescence polarization. Female germline-specific tumor suppressor gld-1 (Caenorhabditis elegans), Q17339. purified GLD-1 + fluorescein TGE RNA. inhibition, % at 5.96 µM. hit rate 0.44% among 320,000. AID 2280, 2010;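 active = percent inhibition above a per-plate cutoff, the plate mean of test compounds plus 3 SD, cut at about 30% in these data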;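 note: 0% = DMSO wells with GLD-1 and probe and 100% = wells lacking GLD-1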
MCL1-BIM inh – inhibitors of MCL1 binding to BIM-BH3, primary screen, biochemical, fluorescence polarization. Induced myeloid leukemia cell differentiation protein Mcl-1 (Homo sapiens), Q07820. GST-MCL1 / FITC-Bim-BH3 fluorescence polarization. inhibition, % at 10.9 µM. hit rate 0.68% among 320,000. AID 2057, 2009;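 active = inhibition above the mean inhibition of all tested compounds plus 3 SD, set per campaign, cut at about 40% in these data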;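 note: 0% = DMSO wells and 100% = unlabeled Bim-BH3 peptide control; higher means more loss of mP so more displacement of Bim peptide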
PAD4 inh – human PAD4 inhibitors, primary screen, biochemical, fluorescence polarization, 1536-well format; Protein-arginine deiminase type-4 (Homo sapiens), Q9UM07; recombinant PAD4, RCA probe fluorescence polarization; inhibition, % at 6.36 µM; hit rate 0.41% among 330,000; AID 485272, 2010;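 active = percent inhibition above a cutoff equal to the mean of all tested compounds plus 3 SD, cut at about 15% in these data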;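 note: 0% = PAD4 with RCA probe and DMSO and 100% = probe without PAD4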
Target sequence (Q9UM07 whole entry, looked up): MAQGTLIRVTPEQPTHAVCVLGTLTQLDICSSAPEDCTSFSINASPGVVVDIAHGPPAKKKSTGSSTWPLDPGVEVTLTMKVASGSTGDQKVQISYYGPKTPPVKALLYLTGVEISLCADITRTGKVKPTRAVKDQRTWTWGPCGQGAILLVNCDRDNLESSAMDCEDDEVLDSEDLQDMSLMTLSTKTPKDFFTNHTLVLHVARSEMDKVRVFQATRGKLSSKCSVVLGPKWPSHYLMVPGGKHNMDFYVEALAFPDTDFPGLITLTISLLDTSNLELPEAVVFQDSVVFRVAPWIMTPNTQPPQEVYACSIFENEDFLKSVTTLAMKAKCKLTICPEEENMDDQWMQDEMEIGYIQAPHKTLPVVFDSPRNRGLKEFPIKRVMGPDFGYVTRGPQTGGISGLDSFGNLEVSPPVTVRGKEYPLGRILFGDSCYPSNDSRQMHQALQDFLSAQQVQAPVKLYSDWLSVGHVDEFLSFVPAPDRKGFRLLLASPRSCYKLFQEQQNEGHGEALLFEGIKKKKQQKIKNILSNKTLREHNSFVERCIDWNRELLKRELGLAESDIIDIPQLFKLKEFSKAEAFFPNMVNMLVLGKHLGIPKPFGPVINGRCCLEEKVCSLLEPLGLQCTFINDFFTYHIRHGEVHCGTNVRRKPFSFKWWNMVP
Starred values were filed as active, the others as inactive; . = not tested or not shown. This is a subset; count on the stated rates, not on these rows.

SMILES	TPT1 inh	Fam108B inh	PME-1 primary	MEX-5 binding	GSTO1 inh	Bcl-xL primary	GLD-1 RNA inh	MCL1-BIM inh	PAD4 inh
CN(CC1CCCO1)S(=O)(=O)c1ccc(C(=O)Nc2nnc(-c3ccccc3)o2)cc1 (configuration not stated)	-2	-2	0	0.7	16	0	7	-1	-1
CC(C)(C)c1ccc(C(=O)N2CCC(C(=O)NCc3ccco3)CC2)cc1	-2	-1	0	0.4	4	2	6	-2	-2
O=C(CN1CCCCCC1=O)OCc1ncc(-c2ccccc2)o1	1	5	9	-0.4	0	2	-1	5	-3
Cc1ccc(C)c(OCC(=O)NNC(=O)c2ccc(=O)[nH]c2)c1	.	.	1	.	.	0	5	5	0
Cc1ccc(-n2nc3c(=O)n(CCCC(=O)NCCN4CCN(C)CC4)nc(C)c3c2C)cc1	-4	-10	1	-3.3	-2	-13	-18	-28	-10
O=C(CNS(=O)(=O)c1ccc(Cl)cc1)NC1CCCCC1	.	.	3	.	.	0	4	2	2
COC(=O)/C(=N/Nc1ccc(C)cc1)N1CCCc2ccccc21	0	-3	3	3.3	1	2	3	4	2
COc1cccc(CNS(=O)(=O)c2cc3c4c(c2)CCC(=O)N4CCC3)c1	-2	0	1	0.5	3	5	5	6	0
O=C1N=C(N2CCOCC2)S/C1=C\c1ccc(OS(=O)(=O)c2ccccc2)cc1	1	1	1	0.6	-9	4	10	4	3
Cc1ccc(S(=O)(=O)NCCNC(=O)c2nonc2N)cc1	2	-2	-3	-1.7	-3	4	4	13	-6
CC(=O)Oc1ccc(-c2cccc(C(=O)Oc3ccccc3)c2)cc1	-3	2	-3	1.7	-7	2	1	-1	-4
COC(=O)c1ccc(Oc2nc(Nc3ccccc3)nc(N(C)C)n2)cc1	2	-4	-3	0.6	3	2	0	3	-6
O=C1CC(NNc2nc3ccccc3s2)C(=O)N1c1ccc(F)cc1 (configuration not stated)	-2	-1	2	4.3	16	1	2	5	1
Fc1ccc(OCc2nc3ccccc3s2)cc1	13	-1	-4	-1.1	-9	-6	-6	-10	-2
CCN(CC)S(=O)(=O)c1ccc(C(=O)Nc2c3c(nn2C(C)(C)C)CS(=O)(=O)C3)cc1	3	-5	5	-2.5	0	1	7	12	1
CCOC(=O)c1c(C)[nH]c(C(=O)COC(=O)c2oc3ccc(OC)cc3c2C)c1C	2	3	-5	-0.2	2	1	-3	-4	5
N#Cc1cccc(C(=O)OCC(=O)N2CCCc3ccccc32)c1	-3	2	-6	1.0	2	7	0	1	3
Cc1nnc2n(c1=O)C(CS(=O)(=O)c1ccccc1)CS2 (configuration not stated)	-1	5	-3	1.0	2	5	-4	4	-4
O=C(Nc1ccc2c(c1)OCO2)c1ccc(Br)o1	-2	3	4	2.4	15	9	-1	0	-2
Cc1ccc(Cn2nnc(C(=O)Nc3cc(C)ccc3C)c2N)cc1	0	0	-3	-3.9	-1	-1	1	2	-6

A stretch of the results above:
SMILES	TPT1 inh	Fam108B inh	PME-1 primary	MEX-5 binding	GSTO1 inh	Bcl-xL primary	GLD-1 RNA inh	MCL1-BIM inh	PAD4 inh
Fc1ccc(OCc2nc3ccccc3s2)cc1	13	-1	-4	-1.1	-9	-6	-6	-10	-2
CCN(CC)S(=O)(=O)c1ccc(C(=O)Nc2c3c(nn2C(C)(C)C)CS(=O)(=O)C3)cc1	3	-5	5	-2.5	0	1	7	12	1
CCOC(=O)c1c(C)[nH]c(C(=O)COC(=O)c2oc3ccc(OC)cc3c2C)c1C	2	3	-5	-0.2	2	1	-3	-4	5
N#Cc1cccc(C(=O)OCC(=O)N2CCCc3ccccc32)c1	-3	2	-6	1.0	2	7	0	1	3
Cc1nnc2n(c1=O)C(CS(=O)(=O)c1ccccc1)CS2 (configuration not stated)	-1	5	-3	1.0	2	5	-4	4	-4
O=C(Nc1ccc2c(c1)OCO2)c1ccc(Br)o1	-2	3	4	2.4	15	9	-1	0	-2
Cc1ccc(Cn2nnc(C(=O)Nc3cc(C)ccc3C)c2N)cc1	0	0	-3	-3.9	-1	-1	1	2	-6

The results go on:
SMILES	TPT1 inh	Fam108B inh	PME-1 primary	MEX-5 binding	GSTO1 inh	Bcl-xL primary	GLD-1 RNA inh	MCL1-BIM inh	PAD4 inh
Cc1ccc(S(=O)(=O)N(OCc2ccccc2)C(C)C(=O)O)cc1 (configuration not stated)	-1	-1	-3	-0.5	-1	6	-1	-2	1
CC(C)NC(=O)c1ccc(-c2cc(C(F)(F)F)ccc2Cl)o1	-2	7	4	-1.3	-1	-2	-2	-1	1
COc1ccc2c(c1)c(C(=O)CN1CCOCC1)c(C)n2C	-2	-1	7	2.1	-3	2	3	-2	2
Cc1cc(=O)oc(C)c1C(=O)OCC(=O)c1ccc2ccccc2c1	-2	-2	3	1.9	17	6	-1	0	-3
COc1cccc(CC(NC(C)=O)C(=O)NC2CCN(c3nc(C)cc(C)c3C#N)CC2)c1 (configuration not stated)	2	4	-13	0.2	7	7	-2	5	-4
CC(=O)N1C(=O)C2(C(C#N)=C(N)Oc3cc(C)oc(=O)c32)c2ccccc21 (configuration not stated)	0	-1	-1	0.3	6	10	6	1	2
COc1ccc(N=C2C(=Nc3ccc(OC)cc3)N(c3ccc(OC)cc3)C(=S)N2C)cc1	-2	2	3	2.5	8	0	-3	5	-3
COc1ccc(NC(=O)c2ccc(S(=O)(=O)N3CC(C)CC(C)C3)cc2)cc1S(N)(=O)=O (configuration not stated)	.	.	-7	.	.	3	2	2	0
CCOCCc1nnc(NC(=O)CCS(=O)(=O)c2ccccc2)s1	2	-1	-1	-1.0	-2	3	4	11	1
COc1ccc(N2CCN(C(=O)CN3C(=O)NC4(CCCc5ccccc54)C3=O)CC2)cc1 (configuration not stated)	0	-4	4	0.8	-6	0	-3	-3	-8
CCOc1cc(/C=C2\N=C3CCCCCN3C2=O)ccc1O	43*	-4	1	54	-3	-37	-168	-64	-9
COC(=O)CSc1nnc2n(-c3ccc(OC)cc3)c(=O)c3c4c(sc3n12)CCCCC4	-2	3	3	0.7	-3	-7	2	-2	-4
O=C(O)C1CC=CCC1C(=O)NCCCN1CCCC1=O (configuration not stated)	-3	-3	3	-1.2	0	8	3	16	3
C=CCn1c(N)cc(=O)nc1SCC(=O)NC(C)c1ccccc1 (configuration not stated)	1	2	-6	-0.8	-1	4	-4	9	-1
NC(=O)c1ccc(NC(=O)CN2CCN(c3ccc(Cl)cc3)CC2)cc1	2	-5	-2	1.1	2	2	2	1	-5
COc1cccc(CN(C)C(=O)c2cc(COc3ccc4ncccc4c3)on2)c1	-1	4	8	-1.1	-2	7	-8	4	-1
COc1ccc(OC)c(C2C(C(C)=O)=C(O)C(=O)N2CCc2ccc(OC)c(OC)c2)c1 (configuration not stated)	-1	1	-2	0.4	-8	-3	-4	-4	-10
Cn1cc(Br)c(C(=O)NC(=S)N2CCN(c3ccccn3)CC2)n1	-1	-4	-5	1.3	-3	-7	-18	-3	-4
CCOc1ccccc1NC(=O)CCNC(=O)c1ccco1	1	-1	1	2.7	4	3	5	8	0
c1ccc2[nH]c(CCCc3nc4ccccc4[nH]3)nc2c1	-1	4	1	3.1	8	-1	4	4	0
Nc1nc(Nc2ccccc2)nc(NC2CCCCC2)c1[N+](=O)[O-]	1	-11	-10	0.7	-11	5	5	14	0
CS(=O)(=O)c1ccc2nc(NC(=O)Nc3ccc(Cl)cc3)sc2c1	-1	-23	-16	2.0	-14	8	0	7	-2
COc1ccc(-c2cc(C(F)F)n3ncc(C(=O)Nc4c(C)n(C)n(-c5ccccc5)c4=O)c3n2)cc1	-6	1	0	2.3	2	-3	2	-1	-5
COc1cccc(NC(=O)Cn2cnc3sc(C)c(S(=O)(=O)N4CCCCC4)c3c2=O)c1	2	0	-3	-0.2	0	-1	4	0	-4
CCOC(=O)c1c(C)[nH]c(C(=O)COC(=O)COc2ccccc2C=O)c1C	3	-1	-2	-0.1	2	4	-1	1	-27
COC(=O)C1=C(N)Oc2cc(C)n(CC3CCCO3)c(=O)c2C1c1ccc(Cl)cc1 (configuration not stated)	2	1	3	2.5	3	0	-6	-1	2
CCCn1c(SCc2nc3ccccc3s2)n[nH]c1=O	2	-2	-6	-3.5	-6	-3	0	-9	-2
Cn1ccc2c([N+](=O)[O-])cccc2c1=O	1	0	1	-1.6	2	0	3	10	-6
C=CCN(CC=C)c1nc2ccccc2nc1C(C#N)C(=O)OCCOC (configuration not stated)	-27	0	3	-2.2	0	20	15	13	-20
Cc1cc(C(=O)OCC(=O)NC(C)c2ccc(F)cc2)c(C)o1 (configuration not stated)	.	.	1	.	.	-8	4	-9	-8
Clc1ccc(CSc2nnc([C@@H]3CCCN3)o2)cc1Cl	2	-2	-1	3.5	5	5	-2	13	3
CCn1c(CNc2ccc(Cl)cc2)nnc1SCc1ccc(Cl)cc1	2	-4	6	-1.0	9	5	2	8	2
S=c1[nH]c(-c2ccccc2)cn1/N=C/c1cccs1	0	1	-6	1.5	-3	8	4	-6	-2
N#C/C(=C\c1cccnc1)C(=O)Nc1cccc(Cl)c1	6	3	0	-0.3	9	-6	-3	-6	1
COC(=O)c1ccc(CNC(=O)c2ccc(S(=O)(=O)N(C)c3ccccc3OC)cc2)cc1	.	.	2	.	.	7	1	4	-1
CC1CC(C)CN(CCCNS(=O)(=O)c2ccc3c(c2)CCN3C(=O)C2CC2)C1 (configuration not stated)	0	3	3	-2.9	0	-4	8	-5	1
Cc1ccc2c(c1)c1c3n2CCN(CC(O)CNC(C)C)C3CCC1 (configuration not stated)	-5	-1	3	-10	17	2	-2	-10	-21
CC1CCN(C(=S)NC2CCCCC2)CC1	-4	0	2	1.1	-1	8	3	10	-2
C/C(=N\NC(=O)c1ccco1)c1cc2ccccc2o1	-3	3	6	-1.7	3	5	2	-9	2

Bioassay records deposited in PubChem BioAssay by several laboratories.
